C diff HTS: blocks growth of Clostridium difficile | Clostridium difficile clinical isolate growth, OD600, 24 h; hits give low values | growth activity, negative = inhibition, % at 16 µg/mL (by protocol) | 0.25% of 86,000 active | AID 1259249;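 active means mean growth activity at or below -80% and every replicate also at or below -80%; inconclusive means mean at or below -80% but some replicate above -80%; inactive means mean growth activity above -80%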;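 further: 0% = DMSO wells and -100% = levofloxacin 16 µg/mL wells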
Tcruzi prolif: blocks T. cruzi growth in NIH3T3 culture. 5.9% of 77,000 active. inhibition, % at 8.34 µM. T. cruzi beta-gal in NIH3T3, GalScreen luminescence, 90 h;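 active means mean inhibition above about 93%, with at least 55% of replicates each passing it, limit read from the data, passing the limit was not always enough; inconclusive means only one of those two conditions holds; inactive means neither condition holds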
GASC1 inh: KDM4C (human) demethylase inhibition; GST-KDM4C 2-372, H3K9me3 peptide, LANCE TR-FRET; inhibition, % at 12.5 µM; 0.15% of 96,000 active; AID 720574;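 active means mean replicate inhibition above about 25%, with at least 55% of replicates also reaching it, limit read from the data, passing the limit was not always enough; inconclusive means only one of those two conditions met; inactive means neither condition met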
Target sequence (Q9H3R0 2-372 limits assumed): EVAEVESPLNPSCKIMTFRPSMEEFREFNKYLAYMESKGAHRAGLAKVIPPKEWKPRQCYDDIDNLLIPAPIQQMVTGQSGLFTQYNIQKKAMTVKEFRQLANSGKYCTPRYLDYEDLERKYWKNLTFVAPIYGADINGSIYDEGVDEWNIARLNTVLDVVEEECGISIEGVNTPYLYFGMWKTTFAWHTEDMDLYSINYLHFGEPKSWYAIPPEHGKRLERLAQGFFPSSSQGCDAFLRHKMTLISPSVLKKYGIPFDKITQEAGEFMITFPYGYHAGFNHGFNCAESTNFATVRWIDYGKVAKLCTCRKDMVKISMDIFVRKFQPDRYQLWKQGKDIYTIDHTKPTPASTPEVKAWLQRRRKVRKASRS
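Material: N-terminal GST-fused human GASC-1 (KDM4C) fragment, residues 2-372. Input: 10 nM enzyme. Incubation: enzyme reaction 30 min, then detection 60 min, both room temperature. Doses: one test concentration per compound. Read-out basis: inhibition from TR-FRET ratio decrease. Detection: LANCE TR-FRET, excitation 340 nm, emissions 618 and 671 nm.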
Pf Dd2 growth: inhibitors of Plasmodium falciparum Dd2 growth; P. falciparum Dd2 growth, SYBR Green, 72 h; hits give low values; 2.3% of 94,000 active; activity change, % at 10 µM; in the data active means activity change below about -80%; inconclusive means no clear call, values can overlap the other calls
The depositor's hits bear a star; & = joins results of further samples. Hits appear at their usual frequency. About 7.2% of those tested had a hit in this group.

How did C[C@H](CO)N1C[C@H](C)[C@@H](CN(C)Cc2ccc(C(F)(F)F)cc2)Oc2c(NC(=O)c3ccc(-c4nccs4)cc3)cccc2C1=O do in these assays?
Tcruzi prolif: 96; GASC1 inh: -0.7; Pf Dd2 growth: -28

Results for Cc1ccc(S(=O)(=O)Nc2ccc3c(c2)C(=O)N([C@@H](C)CO)C[C@@H](C)[C@H](CN(C)Cc2ccc(Cl)c(Cl)c2)O3)cc1 ?
C diff HTS: 8; Tcruzi prolif: 112; GASC1 inh: 6.2; Pf Dd2 growth: -8

How did C[C@@H]1CCCCO[C@@H](CN(C)Cc2ccc3c(c2)OCO3)[C@@H](C)CN([C@@H](C)CO)C(=O)c2cc(NC(=O)Nc3ccc4c(c3)OCO4)ccc2O1 do in these assays?
Tcruzi prolif: 87; GASC1 inh: 0.5; Pf Dd2 growth: -18

What do the screens show for `C[C@@H]1CN([C@@H](C)CO)C(=O)c2cc(Br)cnc2O[C@@H]1CN(C)C(=O)c1ccccc1F`?
C diff HTS: 3; Tcruzi prolif: 4; GASC1 inh: -0.1; Pf Dd2 growth: 25

Results for Cc1cccc(S(=O)(=O)N2CCCCN3[C@H](CO)[C@@H](c4ccc(C#CC(C)C)cc4)[C@@H]3C2)c1 ?
C diff HTS: -1; Tcruzi prolif: 118*; GASC1 inh: 1.2; Pf Dd2 growth: -28

How did Cc1ccc(S(=O)(=O)N(C)C[C@@H]2Oc3ccc(NS(=O)(=O)c4cccs4)cc3C(=O)N([C@H](C)CO)C[C@H]2C)cc1 do in these assays?
C diff HTS: 15; Tcruzi prolif: -8; GASC1 inh: 0.1; Pf Dd2 growth: 14

How did CN1c2ccc(Br)cc2[C@@H]2[C@@H](CCN2C(=O)Nc2ccccc2F)[C@@H]1CO do in these assays?
C diff HTS: 14; Tcruzi prolif: 30; GASC1 inh: -0.1; Pf Dd2 growth: 13

What do the screens show for `C[C@@H]1CN([C@H](C)CO)C(=O)c2cccc(NC(=O)Nc3ccc(C(F)(F)F)cc3)c2O[C@H]1CN(C)S(=O)(=O)c1ccc(F)cc1`?
C diff HTS: 2; Tcruzi prolif: inconclusive; GASC1 inh: -5.2; Pf Dd2 growth: 10

What do the screens show for `CCCNC(=O)N1CC(=O)N2[C@H](CO)[C@H](c3ccc(C#Cc4ccc(F)cc4)cc3)[C@@H]2C1`?
C diff HTS: 1; GASC1 inh: 0.0; Pf Dd2 growth: 3

How did CO[C@@H]1CN(C)C(=O)c2ccc(NC(=O)Cc3ccccc3)cc2OC[C@H](C)N(CC2CC2)C[C@@H]1C do in these assays?
Tcruzi prolif: -26; GASC1 inh: 1.1; Pf Dd2 growth: -7

What do the screens show for `C[C@H]1CN([C@@H](C)CO)C(=O)c2cccc(NC(=O)C3CCCCC3)c2O[C@@H]1CN(C)C(=O)Nc1ccc2c(c1)OCO2`?
C diff HTS: -1; Tcruzi prolif: 35; GASC1 inh: 5.7; Pf Dd2 growth: -7

What do the screens show for `C[C@@H]1CCCCO[C@@H](CN(C)S(=O)(=O)c2cccs2)[C@@H](C)CN([C@@H](C)CO)C(=O)c2cc(NC(=O)Nc3ccc(C(F)(F)F)cc3)ccc2O1`?
C diff HTS: 5; Tcruzi prolif: 84; GASC1 inh: -0.3; Pf Dd2 growth: -87*

Results for CN(C)C(=O)c1cccc(-c2ccc([C@H]3[C@H]4CN(S(C)(=O)=O)CCCCN4[C@H]3CO)cc2)c1 ?
C diff HTS: -7; Tcruzi prolif: -21; GASC1 inh: 2.0; Pf Dd2 growth: 25

How did C[C@@H]1CN([C@H](C)CO)C(=O)Cc2cc(NC(=O)Nc3ccc(C(F)(F)F)cc3)ccc2O[C@@H]1CN(C)S(=O)(=O)c1cn(C)cn1 do in these assays?
C diff HTS: -4; Tcruzi prolif: -7; GASC1 inh: -1.3; Pf Dd2 growth: -19

What do the screens show for `O=C(C[C@H]1C[C@H]2c3cc(NC(=O)C4CCC4)ccc3O[C@H]2[C@H](CO)O1)NCc1ccc(-c2ccccc2)cc1`?
C diff HTS: 5; Tcruzi prolif: -13; GASC1 inh: -2.9; Pf Dd2 growth: 6

Results for CO[C@@H]1CN(C)C(=O)c2ccc(NC(=O)C3CCC3)cc2OC[C@H](C)N(C(=O)CN(C)C)C[C@@H]1C ?
C diff HTS: 1; Tcruzi prolif: -21; GASC1 inh: -0.4; Pf Dd2 growth: 9

Results for Cc1noc(C)c1NC(=O)Nc1cccc2c1O[C@@H](CN(C)CC1CCCCC1)[C@@H](C)CN([C@@H](C)CO)C2=O ?
C diff HTS: -3; Tcruzi prolif: 16; GASC1 inh: 1.4; Pf Dd2 growth: 15

How did Cc1ccccc1S(=O)(=O)N1C[C@@H](O)COC[C@@H]2O[C@@H](CC(=O)NCc3ccccc3Cl)CC[C@H]21 do in these assays?
C diff HTS: 0&-4; Tcruzi prolif: -24; GASC1 inh: 2.1

How did O=C(Nc1ccc(F)cc1)N[C@H]1CC[C@@H](CCn2cc(-c3ccc(F)cc3)nn2)O[C@H]1CO do in these assays?
C diff HTS: 6; Tcruzi prolif: 15; GASC1 inh: -2.8; Pf Dd2 growth: -5

How did COC(=O)[C@H]1[C@H](CO)[C@H]2Cn3c(ccc(-c4ccncc4)c3=O)[C@H]2N1Cc1cccc(F)c1 do in these assays?
C diff HTS: 1; Tcruzi prolif: 7; GASC1 inh: -1.7; Pf Dd2 growth: -13

What do the screens show for `C[C@@H]1CCCCO[C@@H](CN(C)C(=O)c2ccccc2)[C@H](C)CN([C@@H](C)CO)C(=O)c2cc(N(C)C)ccc2O1`?
C diff HTS: 3; Tcruzi prolif: 13; GASC1 inh: 8.9; Pf Dd2 growth: -1

How did C[C@@H]1CN([C@@H](C)CO)C(=O)c2cccc(NC(=O)c3cnccn3)c2O[C@@H]1CN(C)Cc1ccccc1 do in these assays?
C diff HTS: -1; Tcruzi prolif: 14; GASC1 inh: 3.6; Pf Dd2 growth: -38

How did CNC[C@@H]1OCCCC[C@H](C)Oc2ccc(NC(=O)Nc3ccc4c(c3)OCO4)cc2C(=O)N([C@H](C)CO)C[C@@H]1C do in these assays?
C diff HTS: 3; Tcruzi prolif: 18; GASC1 inh: 0.2; Pf Dd2 growth: 17

Results for CC(C)NC(=O)Nc1ccc2c(c1)C(=O)N([C@@H](C)CO)C[C@H](C)[C@H](CN(C)C(=O)Nc1ccc3c(c1)OCO3)O2 ?
C diff HTS: 4; Tcruzi prolif: -20; GASC1 inh: -0.2; Pf Dd2 growth: -12

Results for COC(=O)[C@@H]1[C@@H](CO)[C@@H]2Cn3c(cccc3=O)[C@@H]2N1C(=O)C1CC1 ?
C diff HTS: -2; Tcruzi prolif: 33; GASC1 inh: -1.3; Pf Dd2 growth: 17

Results for C[C@@H]1CN([C@@H](C)CO)C(=O)c2cccc(NC(=O)c3nc4ccccc4s3)c2O[C@@H]1CN(C)Cc1ccc(C(=O)Nc2ccccc2N)cc1 ?
Tcruzi prolif: 93; GASC1 inh: -0.4; Pf Dd2 growth: -91*

What do the screens show for `C[C@@H]1CN([C@@H](C)CO)C(=O)c2cc(C#Cc3cccc(F)c3)cnc2O[C@@H]1CN(C)C(=O)C1CC1`?
C diff HTS: -1; Tcruzi prolif: 61; GASC1 inh: 1.5; Pf Dd2 growth: -37

Results for CC(C)c1cn(CC[C@@H]2CC[C@H](NS(=O)(=O)c3ccc(Cl)cc3)[C@H](CO)O2)nn1 ?
C diff HTS: -1; Tcruzi prolif: -44; GASC1 inh: -0.3; Pf Dd2 growth: -30

How did CC(C)NC(=O)N[C@H]1CC[C@@H](CC(=O)N2CCCCC2)O[C@@H]1CO do in these assays?
Tcruzi prolif: -6; GASC1 inh: 0.5; Pf Dd2 growth: 41

Results for CO[C@H]1CN(C)C(=O)c2ccc(NS(C)(=O)=O)cc2OC[C@@H](C)N(Cc2ccccc2)C[C@H]1C ?
C diff HTS: -2; Tcruzi prolif: 28; GASC1 inh: 1.5; Pf Dd2 growth: -35

What do the screens show for `COCC(=O)Nc1ccc2c(c1)OC[C@@H](C)N(Cc1ccccc1)C[C@@H](C)[C@H](OC)CN(C)C2=O`?
C diff HTS: 11; GASC1 inh: -0.1; Pf Dd2 growth: -39

What do the screens show for `COc1cccc(-c2ccc([C@H]3[C@H](CO)N4CCCCN(Cc5cncnc5)C[C@@H]34)cc2)c1`?
C diff HTS: -9; Tcruzi prolif: 89; GASC1 inh: -0.8; Pf Dd2 growth: 15

How did CO[C@@H]1CN(C)C(=O)c2cc(NC(=O)C3CC3)ccc2OC[C@@H](C)N(Cc2ccccc2C(=O)O)C[C@H]1C do in these assays?
C diff HTS: 2; Tcruzi prolif: -27; GASC1 inh: 0.3; Pf Dd2 growth: -14

Results for C[C@@H]1CCCCO[C@H](CN(C)C(=O)c2ccccc2)[C@H](C)CN([C@@H](C)CO)C(=O)c2cc(NC(=O)CCCN(C)C)ccc2O1 ?
C diff HTS: -3; Tcruzi prolif: 43; GASC1 inh: 2.6; Pf Dd2 growth: 17

Results for CO[C@H](CN(C)C(=O)Nc1ccc(Cl)cc1)[C@@H](C)CN(Cc1ccccc1Cl)[C@H](C)CO ?
Tcruzi prolif: 102*; GASC1 inh: 3.4; Pf Dd2 growth: -44

How did OC[C@H]1[C@H](c2ccc(-c3ccccc3F)cc2)[C@@H]2CN(Cc3cccnc3)CCCCN12 do in these assays?
C diff HTS: 3; Tcruzi prolif: 33; GASC1 inh: -1.5; Pf Dd2 growth: -40

What do the screens show for `N#C[C@H]1[C@H](c2ccc(-c3ccccc3F)cc2)[C@H](CO)N1C(=O)c1ccccn1`?
C diff HTS: 5; Tcruzi prolif: 21; GASC1 inh: 4.5; Pf Dd2 growth: -34

Results for Cn1cnc(S(=O)(=O)N2CCCCN3[C@@H](CO)[C@H](c4ccc(C#CC5CCCC5)cc4)[C@@H]3C2)c1 ?
C diff HTS: -10; Tcruzi prolif: 106*; GASC1 inh: 0.8; Pf Dd2 growth: -38

How did O=S(=O)(N[C@@H]1CC[C@@H](CCn2cc(C3(O)CCCC3)nn2)O[C@@H]1CO)c1ccccc1 do in these assays?
C diff HTS: 4; Tcruzi prolif: -7; GASC1 inh: 0.7; Pf Dd2 growth: -19

What do the screens show for `CC(C)NC(=O)Nc1ccc2c(c1)CC(=O)N([C@@H](C)CO)C[C@H](C)[C@@H](CN(C)Cc1ccc(-c3ccccc3)cc1)O2`?
C diff HTS: 45; Tcruzi prolif: 64; GASC1 inh: -0.4; Pf Dd2 growth: -27

How did CN1c2ccc(-c3cccc(C#N)c3)cc2[C@H]2[C@H](CCN2S(=O)(=O)c2ccccc2F)[C@H]1CO do in these assays?
C diff HTS: -2; Tcruzi prolif: 49; GASC1 inh: -4.3; Pf Dd2 growth: -95*

What do the screens show for `C[C@H]1CN([C@@H](C)CO)C(=O)CCCn2cc(nn2)CO[C@@H]1CN(C)C(=O)CCC(F)(F)F`?
C diff HTS: -1&0; Tcruzi prolif: 29&-32; GASC1 inh: -0.7; Pf Dd2 growth: 13&5

Results for C[C@@H]1CN([C@@H](C)CO)C(=O)Cc2cc(NC(=O)c3ccncc3)ccc2O[C@@H]1CN(C)Cc1ccc2c(c1)OCO2 ?
C diff HTS: -2; Tcruzi prolif: 59; GASC1 inh: -0.1; Pf Dd2 growth: -21

Results for C[C@H](CO)N1C[C@H](C)[C@@H](CN(C)Cc2ccc(Cl)c(Cl)c2)Oc2ccc(NC(=O)C3CCCCC3)cc2C1=O ?
C diff HTS: 6; Tcruzi prolif: 101; GASC1 inh: -0.5; Pf Dd2 growth: 1

Ordered by formula weight (smallest number first): 6 of the compounds above.
How did CN1c2ccc(-c3cccc(C#N)c3)cc2[C@H]2[C@H](CCN2S(=O)(=O)c2ccccc2F)[C@H]1CO do in these assays?
C diff HTS: -2; Tcruzi prolif: 49; GASC1 inh: -4.3; Pf Dd2 growth: -95*

What do the screens show for `COCC(=O)Nc1ccc2c(c1)OC[C@@H](C)N(Cc1ccccc1)C[C@@H](C)[C@H](OC)CN(C)C2=O`?
C diff HTS: 11; GASC1 inh: -0.1; Pf Dd2 growth: -39

How did CO[C@@H]1CN(C)C(=O)c2cc(NC(=O)C3CC3)ccc2OC[C@@H](C)N(Cc2ccccc2C(=O)O)C[C@H]1C do in these assays?
C diff HTS: 2; Tcruzi prolif: -27; GASC1 inh: 0.3; Pf Dd2 growth: -14

Results for C[C@@H]1CN([C@@H](C)CO)C(=O)Cc2cc(NC(=O)c3ccncc3)ccc2O[C@@H]1CN(C)Cc1ccc2c(c1)OCO2 ?
C diff HTS: -2; Tcruzi prolif: 59; GASC1 inh: -0.1; Pf Dd2 growth: -21

What do the screens show for `CC(C)NC(=O)Nc1ccc2c(c1)CC(=O)N([C@@H](C)CO)C[C@H](C)[C@@H](CN(C)Cc1ccc(-c3ccccc3)cc1)O2`?
C diff HTS: 45; Tcruzi prolif: 64; GASC1 inh: -0.4; Pf Dd2 growth: -27

Results for C[C@H](CO)N1C[C@H](C)[C@@H](CN(C)Cc2ccc(Cl)c(Cl)c2)Oc2ccc(NC(=O)C3CCCCC3)cc2C1=O ?
C diff HTS: 6; Tcruzi prolif: 101; GASC1 inh: -0.5; Pf Dd2 growth: 1
